Pol kappa inh: DNA polymerase kappa (human) inhibition; Q9UBT6; 400,000 tested, 0.53% active; AID 588579; purified Pol kappa, fluorescent DNA synthesis assay, 10 min; Potency, µM (highest dose often 107 µM), for the others: at the highest dose activity, negative = inhibition, actives largely listed as inhibitors; note: potency is the fitted concentration of half-maximal effect; % is set by controls: 0 for no effect and ±100 for the full control effect
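Activity was followed as the change in fluorescence between reads at 0 and 10 min after starting the reaction with 50 nM substrate. Beforehand, 10 nM polymerase had been preincubated with compound for 15 min at room temperature.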
BLM helicase inh: inhibitors of human Bloom syndrome helicase BLM. recombinant BLM DNA unwinding, fluorescence dequenching. Potency, µM (series often up to 56.1 µM), without a hit: top-dose activity change, negative = inhibition, most hits filed as inhibitors. 350,000 tested, 0.2% active. AID 2528;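 note: potency is the fitted concentration of half-maximal effect; plate controls were vehicle for no effect and no enzyme for full effect; nearly all actives have a fitted effect of over 35% in size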
Target sequence (P54132 whole entry, looked up): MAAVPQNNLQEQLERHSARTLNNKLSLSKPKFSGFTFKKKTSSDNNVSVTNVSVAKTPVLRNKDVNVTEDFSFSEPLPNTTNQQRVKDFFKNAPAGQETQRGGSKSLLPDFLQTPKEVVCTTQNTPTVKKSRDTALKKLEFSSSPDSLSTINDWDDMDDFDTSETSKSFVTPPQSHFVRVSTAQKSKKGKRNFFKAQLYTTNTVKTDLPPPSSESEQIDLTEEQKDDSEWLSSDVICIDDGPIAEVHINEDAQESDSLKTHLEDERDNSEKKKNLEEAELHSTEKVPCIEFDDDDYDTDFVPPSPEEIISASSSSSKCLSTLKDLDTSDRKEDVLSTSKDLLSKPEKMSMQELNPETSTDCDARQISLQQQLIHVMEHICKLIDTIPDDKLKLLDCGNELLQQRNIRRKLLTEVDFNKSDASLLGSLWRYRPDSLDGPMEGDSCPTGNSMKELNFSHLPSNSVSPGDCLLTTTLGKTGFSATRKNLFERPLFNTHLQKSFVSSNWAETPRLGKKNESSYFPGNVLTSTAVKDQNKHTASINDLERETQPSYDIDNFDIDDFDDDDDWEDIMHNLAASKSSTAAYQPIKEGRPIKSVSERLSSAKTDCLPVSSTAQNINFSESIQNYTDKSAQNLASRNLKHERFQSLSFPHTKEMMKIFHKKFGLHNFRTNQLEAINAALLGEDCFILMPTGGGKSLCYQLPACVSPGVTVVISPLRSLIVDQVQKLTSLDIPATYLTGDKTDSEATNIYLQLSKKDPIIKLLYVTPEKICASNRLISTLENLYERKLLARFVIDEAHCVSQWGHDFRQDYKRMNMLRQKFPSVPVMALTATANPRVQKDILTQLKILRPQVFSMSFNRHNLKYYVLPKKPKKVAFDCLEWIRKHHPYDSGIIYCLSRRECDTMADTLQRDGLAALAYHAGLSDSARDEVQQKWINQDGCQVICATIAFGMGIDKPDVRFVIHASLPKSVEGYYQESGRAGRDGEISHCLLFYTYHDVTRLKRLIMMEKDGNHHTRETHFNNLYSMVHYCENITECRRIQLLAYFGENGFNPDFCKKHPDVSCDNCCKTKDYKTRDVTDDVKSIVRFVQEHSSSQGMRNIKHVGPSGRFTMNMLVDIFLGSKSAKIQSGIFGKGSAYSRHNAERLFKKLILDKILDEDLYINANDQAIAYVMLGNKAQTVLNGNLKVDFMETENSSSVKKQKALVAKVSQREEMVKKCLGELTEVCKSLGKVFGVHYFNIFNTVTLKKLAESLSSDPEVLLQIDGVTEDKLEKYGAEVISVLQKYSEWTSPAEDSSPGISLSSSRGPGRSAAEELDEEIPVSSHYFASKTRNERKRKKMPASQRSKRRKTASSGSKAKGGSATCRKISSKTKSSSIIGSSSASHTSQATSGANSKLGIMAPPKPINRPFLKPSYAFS
Pol iota inh: inhibitors of human DNA polymerase iota | Q9UNA4 | Pol iota fluorescent replication assay, 10 min | Potency, µM (highest dose often 115 µM), for the others: at the highest dose activity, negative = inhibition, actives largely listed as inhibitors | 390,000 tested, 1% active; note: potency is the fitted concentration of half-maximal effect
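Fluorescent replication assay read twice, at 0 min and 10 min after adding 50 nM (final) substrate. Enzyme (10 nM) and compounds were first incubated 15 min at room temperature; enzyme-free buffer wells were negative controls.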
APEX1 inh: blocks human APE1 abasic DNA cleavage. P27695. Potency, µM (series often up to 65.8 µM), inactives show at the top dose activity change, negative = inhibition, hits mostly inhibitors. recombinant APE1, TAMRA/BHQ-2 abasic DNA cleavage fluorescence. 350,000 tested, 0.35% active;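 note: potency is the fitted concentration of half-maximal effect; plate controls were vehicle for no effect and reference inhibitor for full effect; nearly all actives have a fitted effect of over 55% in size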
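Enzyme (0.75 nM final) and test compound are incubated 15 min at room temperature before adding 50 nM quenched THF abasic-site duplex. Cleavage dequenches TAMRA, followed at 525/598 nm over three reads one minute apart.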
ERG-DNA inh: inhibitors of human ERG Ets domain-DNA interaction; P11308; fluorescence polarization, His-ERG Ets domain / labelled DNA; Potency, µM (highest dose often 76.9 µM), for the others: at the top dose FP activity, negative = inhibition, most hits filed as inhibitors; 370,000 tested, 0.028% active; AID 624246; active = well fitted inhibition curve with a large enough effect in the polarisation, with a control signal flat; inconclusive = small, poorly fitted or top-dose-only effect, or effect the other way, or a change in a side signal; inactive = no such curve, though single readings can be large or run the other way; the % refers to the polarisation;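 note: polarization taken with two DNA probes labelled with fluorescein and Texas red; potency is the fitted concentration of half-maximal effect; % of control where 0% means no effect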
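His-tagged ERG Ets domain (1 uM in the protein solution; 300mM KCl, 50mM Tris-HCl, 1mM EDTA, 1mM DTT, pH 7.5) received compound, then a probe mix of 5 nM fluorescein-DNA and 100nM Texas-615-DNA. Fluorescence polarization was read for both dyes.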
Pol beta inh: blocks human DNA polymerase beta activity | Pol beta primer extension/strand displacement, fluorescence kinetic | 340,000 tested, 1.3% active | Potency, µM (titrated, usually from 114 µM), for the others: at the highest dose activity change, negative = inhibition, hits mostly inhibitors | AID 485314 | P06746; note: potency is the fitted concentration of half-maximal effect; % is set by controls: 0 for no effect and ±100 for the full control effect
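Kinetic readout of DNA synthesis with strand displacement by Pol beta. Compound and 10 nM enzyme sit 15 min at room temperature; 50 nM substrate starts the reaction, read immediately and at 10 min.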
TRHR agonist: activates the human TRH receptor | P34981 | TRHR cells, calcium flux fluo-8, FDSS agonist mode | activation, % at 2 µM | 360,000 tested, 0.18% active | AID 493084; in the data active = activation above about 30%; note: 0% is about no effect
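Read-out: compound-evoked intracellular calcium rise in TRHR cells, fluo-8 dye, kinetic FDSS fluorescence at 1 s/cycle following a 10-cycle baseline. Cells cultured overnight before dye loading (30 min–1.5 h, RT).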
ALOX12 inh: inhibitors of human 12S-lipoxygenase ALOX12. purified 12hLO, xylenol orange hydroperoxide absorbance. Potency, µM (series often up to 108 µM), inactives show at the highest dose activity change, negative = inhibition, actives largely listed as inhibitors. 580,000 tested, 1.1% active. P18054; note: potency is the fitted concentration of half-maximal effect; % is set by controls: 0 for no effect and ±100 for the full control effect
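Purified human 12hLO (150 nM final) in 25 mM Hepes, 0.01% Triton X-100, pH 7.0 was preincubated 15 min at room temperature with compound. Then 40 uM arachidonic acid was added, 30 min. Hydroperoxide was read by Fe-XO absorbance ratio 573/405 nm.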
Apoferritin bind: candidate novel general anesthetic via apoferritin binding; Potency, µM (top dose mostly 77.5 µM), inactives show at the highest dose activity change, negative = displacement, actives largely listed as inhibitors; apoferritin/1-aminoanthracene competitive binding, fluorescence; P02791; 350,000 tested, 0.074% active; AID 485281; note: potency is the fitted concentration of half-maximal effect; % is set by controls: 0 for no effect and ±100 for the full control effect; nearly all actives have a fitted effect of over 20% in size
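Apoferritin-based anesthetic binding model; compound displacement of fluorescent 1-AMA measured as endpoint fluorescence after 10 minutes at room temperature, scaled to free-ligand and complex controls.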
Active calls of the source: *; u = inconclusive; x = not tested or not shown; [ ] = another dose, or the depositor's remark. Unless noted, calls come from the whole dose curve; as a rule, active = well fitted curve in the direction sought with a large enough effect; inconclusive = small, poorly fitted or top-dose-only effect, or another doubt; inactive = no such curve, though single readings can be large; an effect the other way counts as inactive or inconclusive. Not all compounds are listed, so the mix of outcomes need not match the whole.

Sample of the layout:
Pol kappa inh,BLM helicase inh,Pol iota inh,APEX1 inh,ERG-DNA inh,Pol beta inh,TRHR agonist,ALOX12 inh,Apoferritin bind,compound
-5%,0%,23%,-6%,-11%,21%,0.3,-3%,-3%,Cc1csc(NC(=O)CSc2nnc(NC(=O)COc3ccccc3)s2)n1
2%,-3%,-4%,x,-1%,-14%,-1.7,2%,3%,CCOC(=O)c1c(-c2ccccc2)csc1NC(=O)c1cc(-c2ccc(Br)cc2)on1
-15%,0%,23%,3%,2%,0%,-0.1,u,-4%,O=C1CCCN1CCCNC(=S)Nc1cccc2ccccc12
-3%,1%,29%,-9%,-6%,15%,1.2,80%[activator],-16%,CC(Oc1ccccc1)C(=O)NC1CCCCCCC1 (configuration not stated)

Main list, from the first entry:
Pol kappa inh,BLM helicase inh,Pol iota inh,APEX1 inh,ERG-DNA inh,Pol beta inh,TRHR agonist,ALOX12 inh,Apoferritin bind,compound
-5%,0%,23%,-6%,-11%,21%,0.3,-3%,-3%,Cc1csc(NC(=O)CSc2nnc(NC(=O)COc3ccccc3)s2)n1
2%,-3%,-4%,x,-1%,-14%,-1.7,2%,3%,CCOC(=O)c1c(-c2ccccc2)csc1NC(=O)c1cc(-c2ccc(Br)cc2)on1
-15%,0%,23%,3%,2%,0%,-0.1,u,-4%,O=C1CCCN1CCCNC(=S)Nc1cccc2ccccc12
-3%,1%,29%,-9%,-6%,15%,1.2,80%[activator],-16%,CC(Oc1ccccc1)C(=O)NC1CCCCCCC1 (configuration not stated)
3%,-6%,12%,-5%,4%,0%,6.1,u,-12%,CCCCCc1cc(O)c2c(C)cc(=O)oc2c1
4%,x,-27%,5%,2%,x,0.4,u,x,CCc1ccc(OCCNc2cc(N3CCNC(C)C3)ccc2[N+](=O)[O-])cc1 (configuration not stated)
-5%,-4%,-19%,-2%,-3%,4%,-0.2,u,5%,Cc1ccccc1-n1c(-c2ccc(Cl)cc2)cnc1SCC(=O)NC1CCS(=O)(=O)C1 (configuration not stated)
-16%,-6%,21%,-1%,-7%,-1%,0.3,93%[activator],3%,Cc1nc(-c2ccncc2)nc(NCCNc2ccc(C(F)(F)F)cn2)c1Cl
-12%,-18%,32%[activator],5%,2%,3%,0.6,-12%,2%,Cc1nnc(NC(=O)CSc2ccc(-c3cccnc3)nn2)s1
-13%,-1%,29%,5%,10%,35%,-1.1,-8%,-24%,Cc1ccc(NC(=O)CCN2CCN(C)CC2)cc1
-1%,-5%,26%,0%,0%,8%,-1.4,41%,-23%,Cc1ccc(S(=O)(=O)NCCc2cccs2)cc1
7%,-4%,-14%,18%,-2%,35%,0.0,-5%,-6%,CS(=O)(=O)N1CCC(C(=O)N2CCN(c3cccc(Cl)c3)CC2)CC1
-9%,x,7%,x,-2%,x,x,u,x,CN(C)C(=S)N=c1ssc(=S)n1Cc1ccco1
-7%,x,17%,6%,-14%,x,0.1,u,x,Cn1nc(C(=O)OCC(=O)c2ccc(Br)cc2)c2ccccc2c1=O
-6%,-1%,21%,x,0%,-1%,0.4,-8%,-11%,Cc1nc(-n2nc(C)c(CCC(C)C)c2C)sc1C(=O)Nc1ccc(Cl)cc1
-9%,-1%,2%,1%,4%,-11%,-0.3,10%,-15%,CCOc1nc(-c2ccc(C)cc2)ccc1-c1noc(COC)n1
-1%[60.1 µM],-6%,-12%,6%,-6%,-4%,-0.3,0%,-13%,Cc1ccc(C(=O)N/N=C\c2ccccc2[N+](=O)[O-])cn1
-3%,-4%,22%,7%,x,6%,0.3,-11%,-3%,Cc1ccc(NS(=O)(=O)c2c(C)[nH]c(=O)[nH]c2=O)cc1C
1%,-1%,128%[activator],11%,-5%,u,-0.8,-9%,-3%,Cc1cc2ccccc2c(=O)n1CC(=O)NCCC1=CCCCC1
-13%,1%,10%,3%,-4%,3%,0.3,0%,-13%,O=C(O)CN1C(=O)CSc2ccccc21
1%,2%,-8%,-5%,4%,70%,0.0,0%,37%[activator],Cc1cccc(NC(=O)CCS(=O)(=O)c2cccc3nonc23)c1C
-11%,0%,-21%,0%,-6%,0%,0.0,u,-16%,C[C@@H](CN1C2=NC[C@H](Cc3ccc(O)cc3)N2C[C@H]1Cc1ccc(O)cc1)NC(=O)CCC1CCCCC1
-4%[60.1 µM],2%,47%[activator],x,-1%,0%,-0.7,0%,-7%,Cc1ccc(C2=NN(CC(=O)NCCCN(CC(C)C)CC(C)C)C(=O)CC2)cc1
2%,-2%,7%,10%,6%,32%,0.4,-11%,-6%,COC(=O)C(Cc1cnc[nH]1)NC(=O)C1CCC(=O)N1 (configuration not stated)
-25%,x,3%,x,-14%,x,x,-26%,x,CCN(CCO)C(=O)c1ccc2nc(Cc3ccc(OC)cc3)oc2c1
-8%[60.1 µM],-7%,u,x,12%,-3%,0.3,-15%,4%,CCOC(=O)c1cnn(-c2ccc(C(=O)Nc3ccc(C(C)=O)cc3)cc2)c1N
-6%,1%,5%,0%,2%,7%,-0.7,-3%,2%,CC(=O)Nc1ccc(S(=O)(=O)N(Cc2ccccc2)c2ccccc2)cc1
-7%,x,21%,-14%,1%,x,0.2,u,x,O=C(CN1C(=O)NC2(CCCC2)C1=O)OCC(=O)c1cccc(Cl)c1
-14%,-5%,42%[activator],-1%,13%,-16%,-0.1,u,u,O=C(COC(=O)c1cccnc1Cl)Nc1cccc(S(=O)(=O)N2CCCCC2)c1
-12%,-4%,13%,16%,-9%,23%,-1.6,-1%,3%,COc1cc(/C=C/C(=O)NC(C)CCc2ccccc2)cc(OC)c1OC (configuration not stated)
-3%,3%,-3%,2%,3%,4%,-0.5,2%,-14%,CCCC(=O)N1CCCC(c2nc(-c3cccc(OC)c3)no2)C1 (configuration not stated)
-12%,-6%,1%,-1%,x,-2%,-0.2,u,u,O=[N+]([O-])C1=CC=C2C(=NC3(CCCCC3)N2O)C1=NCCO
-3%,-2%,147%[activator],2%,0%,8%,0.1,35%[activator],-10%,CC(=O)Nc1ccc(NC(=O)C(C)OC(=O)/C=C/c2cccs2)cc1 (configuration not stated)
-3%,-5%,19%,4%,-1%,7%,-0.4,-20%,-4%,COc1ccccc1OCC(=O)N(Cc1nc(-c2ccc(Cl)cc2)no1)C(C)C
0%,-13%,159%[activator],16%,11%,7%,0.0,0%,-18%,O=[N+]([O-])c1cc(-n2cccc2)ccc1N1CCOCC1
-20%,-1%,9%,0%,0%,88%,0.2,-5%,-5%,N#Cc1ccc(-c2ccc(F)cc2)nc1Oc1ccc(Cl)c(Cl)c1
1%,0%,-12%,-2%,x,2%,0.1,-12%,-6%,CCCCNS(=O)(=O)c1ccc(S(=O)(=O)n2cnc3ccccc32)cc1
-5%,-1%,-1%,0%,x,-10%,0.0,3%,-4%,CC(C)NS(=O)(=O)c1ccc(OCC(=O)Nc2ccc3c(c2)OCCO3)cc1
1%,x,-11%,-8%,-2%,x,x,0%,x,O=C(COC(=O)C12CC3CC(CC(O)(C3)C1)C2)Nc1ccc(Cl)c(S(=O)(=O)N2CCOCC2)c1
x,-1%,x,3%,x,6%,-0.1,x,-10%,CCc1c(C)nc(N)n2c(SCC(=O)N3CCN(c4ccccc4OC)CC3)nnc12
4%,-2%,18%,24%,4%,4%,0.2,-23%,-9%,CCN1C(=O)[C@H]2[C@@H](c3ccc(C)cc3)N3C(=O)N(c4ccc(OC)cc4)C(=O)[C@@]3(C)[C@H]2C1=O
4%,0%,20%,-1%,-5%,4%,0.8,0%,-8%,CC1=[N+]([O-])C(N2CCOCC2)C(O)(c2ccccc2)C1 (configuration not stated)
2%,x,36%[activator],10%,-6%,x,0.5,-5%,x,COC(=O)c1c(C)[nH]c(C(=O)OC(C)C(=O)N2CCOCC2)c1C (configuration not stated)
-7%,4%,-12%,x,-1%,5%,0.7,-10%,-6%,COc1ccccc1CNCCSc1nnnn1C
-19%,-2%,11%,2%,-5%,25%,0.1,6%,-20%,Cc1ccc(CNC(=O)CCOc2ccc(C(C)(C)C)cc2)cc1
-12%[60.1 µM],-9%,28%,x,1%,13%,-0.8,-22%,-12%,COc1ccc(-c2nc(C)c(CCNC(=O)C(=O)Nc3ccccc3C#N)s2)cc1OC
-8%,1%,98%[activator],2%,14%,3%,0.1,-14%,-4%,CC(C)(C)OCC(O)CN1CCN(C(=O)c2ccccc2)CC1 (configuration not stated)
-11%,-8%,197%[activator],-2%,3%,2%,0.2,-10%,-1%,COC(=O)C1Cc2ccccc2CN1C(=O)CCl (configuration not stated)
-4%,2%,55%[activator],-5%,-4%,6%,0.7,-22%,-1%,COc1cc2c(cc1OC)C(CSc1ccccc1C(=O)O)=NC(C)(C)C2
-3%,x,-13%,-9%,-1%,x,x,-4%,x,O=C(NN=Cc1ccc(O)cc1)c1ccccc1NS(=O)(=O)c1cccs1
-16%,-1%,25%,-1%,8%,-10%,-1.4,-4%,-7%,CCOCCCn1cnc2c3cc(F)ccc3n(C)c2c1=O
0%,3%,12%,-1%,3%,8%,0.1,-5%,-6%,COC(=O)CCC(=O)N1CCOCCOCCOCC1
-12%,-6%,67%[activator],-5%,-6%,11%,0.0,1%,4%,COc1cc2c(cc1OC)CN(C(=O)CSc1nc(N)c(C#N)cc1C#N)CC2
3%,-4%,0%,-13%,-6%,-14%,0.8,8%,u,COc1ccc(OCc2cc(/C=N\NC(=O)c3ccccc3)ccc2OC)cc1
-8%,-9%,13%,-4%,1%,3%,-0.7,-5%,-4%,CC(C)C(NC(=O)c1ccccc1Cl)C(=O)OCc1nc2scc(-c3ccccc3Cl)c2c(=O)[nH]1 (configuration not stated)
